# Compound activity deposited in PubChem BioAssay by several laboratories.
# SMARCA2 activ = SMARCA2 function activation, primary screen; actives 1% (n = 370,000); activation, % at 9.1 µM; MG213 cells, MMTV-luciferase reporter, dexamethasone, overnight; in the data active means activation above about 7.8%;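 further: 0% = vehicle wells and 100% = reference activator wells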
# DAX1 inh-1 = inhibitors of DAX1 repression of SF-1 activated StAR promoter. HEK293T StAR-luciferase reporter, SF-1/DAX-1 repression relief. actives 1.1% (n = 370,000). AID 652010. inhibition, % at 6.8 µM;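 active means inhibition above the mean over all tested compounds plus 3 SD, cut at about 3.6% in these data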;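 further: 0% = DAX-1 cells with DMSO and 100% = cells lacking DAX-1 with DMSO; higher inhibition means more luminescence from relief of DAX-1 repression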
# PG9 binder = small molecules binding HIV-1 gp120 antibody PG9 | TR-FRET gp120-PG9 antibody binding | inhibition, % at 6.7 µM | actives 0.43% (n = 360,000); in the data active means inhibition above about 8.5%
# hgDAF-12 ag = hgDAF-12 agonism, primary luciferase screen; HEK293 GAL4-hgDAF12 UAS-luciferase reporter, agonist luminescence; normalized to butyrate control; activation, % at 6.8 µM; actives 1.8% (n = 370,000);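 active means activation above a cutoff set at the mean of all screened compounds plus 3 SD, cut at about 10% in these data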;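 further: 0% = DMSO wells and 100% = sodium butyrate wells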
# GC-A act = GC-A (human) enzyme activation; P16066; HEK293 GC-A cells, cGMP TR-FRET, EC30 ANP; 0% at EC30 ANP, 100% saturating ANP; activation, % at 10 µM; actives 0.14% (n = 370,000); in the data active means activation above about 40%
# ADAM10 inh = inhibitors of human ADAM10 | O14672 | recombinant ADAM10, EDANS/DABCYL FRET peptide cleavage, 3 h | inhibition, % at 7 µM | actives 0.62% (n = 370,000) | AID 720582;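 active means inhibition above a per-campaign cutoff equal to the mean of compounds falling between control-based bounds plus 3 SD, cut at about 20% in these data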;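 further: 0% = DMSO wells while the 100% control is not disclosed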
# FXN GAA850 act = increases GAA850 frataxin promoter reporter activity. AID 540364. HEK293 lucGAA850 FXN promoter luciferase reporter, 24 h; percent of 10 µM SAHA response. actives 0.56% (n = 360,000). activation, % at 6 µM;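 active means activation above the average of all compounds screened plus 3 SD, cutoff fixed separately per campaign, cut at about 7.5% in these data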;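 further: 0% = DMSO wells and 100% = 10 µM SAHA wells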
# hcDAF-12 act = activates DAF-12 receptor from parasite H. contortus. actives 1.4% (n = 370,000). AID 652067. activation, % at 6.8 µM. HEK293 hcDAF-12 lit1-tk-luc reporter, luminescence; 0% DMSO, 100% Δ7-dafachronic acid;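 active means activation above the mean of all tested compounds plus 3 SD, cut at about 5.5% in these data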;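 further: 100% = response to 3 µM Δ7-dafachronic acid high control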
# ADAM17 inh = ADAM17 inhibition, QFRET primary screen; P78536; recombinant ADAM17, EDANS/DABCYL FRET peptide cleavage; inhibition, % at 6.95 µM; actives 0.83% (n = 370,000); AID 720648;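 active means inhibition above the mean of compounds lying between control limits plus 3 SD, set per campaign, cut at about 8.5% in these data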;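 further: 0% = DMSO-only wells as the low control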
# Target sequence (P78536 215-824 limits assumed): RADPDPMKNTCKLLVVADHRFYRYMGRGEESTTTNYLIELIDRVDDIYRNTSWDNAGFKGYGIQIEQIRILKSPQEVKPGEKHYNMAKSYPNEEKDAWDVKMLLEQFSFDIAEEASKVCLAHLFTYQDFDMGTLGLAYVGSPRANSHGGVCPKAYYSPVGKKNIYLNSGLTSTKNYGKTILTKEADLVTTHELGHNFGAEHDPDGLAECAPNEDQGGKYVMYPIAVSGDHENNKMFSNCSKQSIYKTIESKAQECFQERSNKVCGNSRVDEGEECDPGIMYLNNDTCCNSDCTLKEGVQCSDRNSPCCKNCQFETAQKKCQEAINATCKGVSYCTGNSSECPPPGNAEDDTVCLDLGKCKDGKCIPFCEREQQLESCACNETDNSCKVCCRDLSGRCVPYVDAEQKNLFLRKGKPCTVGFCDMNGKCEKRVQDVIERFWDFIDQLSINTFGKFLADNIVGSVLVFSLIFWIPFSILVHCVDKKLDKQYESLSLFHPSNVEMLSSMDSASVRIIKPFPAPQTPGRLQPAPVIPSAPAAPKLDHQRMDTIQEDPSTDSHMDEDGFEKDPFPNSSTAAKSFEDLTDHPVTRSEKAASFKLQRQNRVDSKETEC
# ssDAF-12 act = activates DAF-12 receptor from parasite S. stercoralis | AID 652126 | actives 1% (n = 370,000) | activation, % at 6.8 µM | HEK293 ssDAF-12/GRIP1 lit1-tk-luc reporter, luminescence; % of 3 µM dafachronic acid response;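 active means activation above the mean over all tested compounds plus 3 SD, cut at about 0.9% in these data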;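 further: 0% = DMSO-only wells and 100% = 3 µM delta7-dafachronic acid wells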
# DAX1 inh-2 = inhibits human nuclear receptor DAX1; P51843; HEK293 Gal4-DAX1 luciferase reporter, luminescence; inhibition, % at 6.75 µM; actives 0.99% (n = 340,000); AID 504766;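 active means inhibition above the mean over all tested compounds plus 3 SD, cut at about 4.2% in these data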;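 further: 0% = DAX1-transfected cells with DMSO and 100% = empty-vector control cells with DMSO; inhibition shows as a rise in luminescence from relieved DAX1 repression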
# Target sequence (P51843 207-470 limits assumed): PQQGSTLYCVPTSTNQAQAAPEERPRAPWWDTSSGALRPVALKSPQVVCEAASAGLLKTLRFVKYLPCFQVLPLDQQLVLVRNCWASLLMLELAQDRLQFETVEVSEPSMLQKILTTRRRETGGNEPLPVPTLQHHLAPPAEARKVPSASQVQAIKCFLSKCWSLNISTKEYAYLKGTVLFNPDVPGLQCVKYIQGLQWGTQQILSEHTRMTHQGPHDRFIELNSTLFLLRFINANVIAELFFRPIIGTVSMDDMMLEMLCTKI
# Starred values were filed as active, the others as inactive; i = inactive; nt = no result given; & = joins results of further samples.
SMILES,SMARCA2 activ,DAX1 inh-1,PG9 binder,hgDAF-12 ag,GC-A act,ADAM10 inh,FXN GAA850 act,hcDAF-12 act,ADAM17 inh,ssDAF-12 act,DAX1 inh-2
CCc1ccc(C(=O)/C=C/Nc2ccc(S(=O)(=O)Nc3cnc4ccccc4n3)cc2)cc1,1&2,1.3&0.6,-0.9&-0.9,3.9&1.4,-4&2,-8&4,1.4&2.4,-1.1&-0.3,-5&-3,-0.4&-1.8,1.2&2.0
CC1(C(=O)NCc2cccc3ccccc23)CCN1CCc1ccccc1 (stereo not drawn),-1,-0.7,1.4,4.3,-7,6,1.1,-1.8,0,-1.3,nt
CC(C)CN(C(=O)C1COc2ccccc2O1)c1c(N)n(CC(C)C)c(=O)[nH]c1=O (stereo not drawn),-3,0.2,-0.4,-0.3,0,-12,0.6,-0.4,-1,-0.6,2.5
Cc1ccc(-n2c(N)c(C(=O)N3CCOCC3)sc2=S)c(C)c1,0,-0.6,-4.4,-0.6,2,2,0.4,-1.4,2,-1.3,-0.5
O=C(c1cccc(F)c1)N1CCC(N2CCOCC2)CC1,0,-0.1,0.0,7.2,1,0,0.6,-1.9,-2,-1.7,0.3
COc1ccc(C2N(S(=O)(=O)c3ccc(C)cc3)CCN2S(=O)(=O)c2ccc(C)cc2)cc1,-2,-0.9,0.3,-2.9,-1,5,4.0,-0.5,1,-1.6,-0.7
CCOC(=O)c1cccc(N2CC3CNC(=O)C2(C(=O)OC)N3C)c1 (stereo not drawn),0,1.1,2.1,2.2,0,-130,0.8,-0.4,-31,-1.5,-0.3
O=C(NN1CCOCC1)c1sc2cccc(F)c2c1Cl,-3,-0.7,-0.1,1.5,1,-15,-0.6,-1.0,-2,-1.3,2.1
COc1ccc2c(-c3ccccc3)cc(SCC(=O)NC3CCS(=O)(=O)C3)nc2c1 (stereo not drawn),-2,-0.2,22*,-2.1,1,-42,3.1,5.5,-15,-1.6,0.4
O=S1(=O)CCO[C@H]2Cc3ccccc3[C@H]2N1Cc1ccc(F)cc1,2,0.2,-1.2,2.2,1,-5,1.0,-1.3,-1,-1.2,-0.2
COc1ccc(C(F)(F)F)cc1NC(=O)c1nc2nc(C)cc(C(F)F)n2n1,0,-0.5,0.4,0.5,2,3,-2.4,-0.3,-2,-0.8,-0.2
C=CC[C@@H](CC(=O)OC(C)(C)C)C(=O)OC[C@H]1CCCN1C(=O)[C@@H](CC=C)CC(=O)NCCO,2,-0.2,-1.6,0.9,-2,2,-1.1,-1.4,1,-1.7,1.0
O=C(COC(=O)c1cccc2ccccc12)NCCCc1ccccc1,6,-0.2,-2.1,-1.5,-4,-17,1.5,0.5,-4,-0.3,-0.8
CCOC(=O)c1ccc(-c2n[nH]c(=O)c3ccccc23)cc1,4,-0.5,-2.2,0.9,-6,3,-2.2,-0.2,0,-1.5,0.1
COc1ccc(/C=N/NC(=O)C2COc3ccccc3O2)cc1OC (stereo not drawn),1,0.1,0.9,0.6,0,-6,-0.1,1.6,-2,-1.2,-1.6
CCN(Cc1nc2ccccc2c(=O)[nH]1)C(=O)c1ccc(C)c(NC(=O)c2ccco2)c1,-2,0.3,-0.1,-1.3,-4,-5,-0.3,-1.2,2,-0.9,-0.4
COC(=O)Cc1c(C)c2ccc(OC3CCCCC3=O)cc2oc1=O (stereo not drawn),0,-0.3,-0.2,3.4,3,i,1.6,-0.4,-476,-1.1,-0.4
Cc1cccn2c(=O)nc(SCC(=O)NCc3ccccc3Cl)nc12,-3,0.5,-1.0,-1.7,-1,-79,2.2,-1.2,-14,-1.3,0.1
Cc1c(Cl)cccc1NC(=O)C1CCCCC1,-3,0.2,1.2,-2.4,3,-7,nt,0.0,-3,-0.7,nt
COc1ccc(CCN(C)C(=O)/C=C/c2c(Cl)nc3ccccn23)cc1OC,8,0.2,-1.6,-1.0,6,-5,3.1,-0.9,-4,-2.0,-1.1
COC(=O)[C@]12C[C@H](CC(=O)NCC3CCCCC3)C(=O)N(Cc3ccc(Cl)cc3Cl)C1=C[C@H](C(C)(C)C)O[C@@H]2C,0,0.6,nt,1.8,-4,-1,nt,-1.5,-3,-0.4,nt
CN(C)C(=O)c1cccc(-c2cnc3c(NC=O)cc(-c4cccc(C(F)(F)F)c4)cn23)c1,-2,-2.7,-0.2,-5.7,4,-45,0.4,-5.0,-6,-2.2,nt
COC(=O)CSc1ccc2nnc(-c3ccc(F)cc3)n2n1,-3,0.5,-1.7,2.9,4,-86,-3.4,-0.1,-31,-1.3,0.3
CCC(CCCO)CCC[C@H](C)CCC1OCCO1 (stereo partly drawn),2,-0.4,-2.2,-0.3,3,0,-3.1,-2.8,-1,-1.3,3.0
NC(=O)c1ccsc1NC(=O)COC(=O)C1CC2CCCC(C1)C2=O (stereo not drawn),1,-0.5,-1.2,1.8,2,7,1.0,-0.3,1,-1.1,2.0
Cc1c(C(=O)N2CCN(c3ccccn3)CC2)oc2ccccc12,-2,-0.2,-3.8,-1.2,-6,9,1.2,1.4,1,-0.6,-0.6
COc1ccc(C(C(=O)NCc2ccc(F)cc2)N(C(=O)c2csnn2)C2CC2)cc1 (stereo not drawn),0,0.0,-2.4,0.0,-7,3,-3.4,-0.1,1,-1.0,1.4
C/C(=C\c1ccccc1)CN1CCN(Cc2ccc(C)o2)C(CCO)C1 (stereo not drawn),6,-0.7,-1.5,-0.5,-2,2,1.6,0.2,-1,-1.7,-0.7
NC(=O)c1ncn([C@@H]2O[C@H](CNC(=O)[C@@H](N)Cc3cccnc3)[C@@H](O)[C@H]2O)n1,2,2.5,2.2,4.7,4,5,-0.1,1.1,0,-0.2,1.5
Cc1cc(=O)oc(C)c1C(=O)N1CCCCC1,-3,-0.2,1.2,0.7,0,-5,0.7,0.3,-5,-1.0,0.1
CC(C)CN1C(=O)C[C@@]2(C(=O)N(C)c3ccc(NC(=O)C(F)(F)F)cc32)C1c1ccccc1 (stereo partly drawn),0,0.2,nt,2.5,-1,-5,nt,-1.6,-5,-0.7,nt
COc1ccc(C(=O)C2CCN(c3ncnc4sccc34)CC2)cc1,nt,nt,nt,-9.9,4,0,nt,-6.3,-2,-3.1,nt
COc1ccc(NS(=O)(=O)Cc2ccccc2)cc1OC,-4,-1.1,-0.4,1.1,-6,-5,-2.4,-2.4,-4,-0.9,0.5
CC(C)(C)OC(=O)N/N=C\c1ccc([N+](=O)[O-])s1,-4,-0.5,-1.7,-1.3,4,-16,2.5,-0.2,-2,-0.4,1.4
Cc1ccc(C(=O)O/N=C/c2c(C(F)(F)F)nn(C)c2Sc2ccc(Cl)cc2)cc1,0,-0.8,-1.0,-0.3,3,3,-2.9,0.0,2,-1.8,1.0
Cc1nc2ccccn2c1C(=O)c1ccccc1,2,0.5,-2.0,-0.1,-12,2,2.5,-1.7,2,-1.1,0.1
CCCCCc1nnc(NC(=O)C(=O)OCC)s1,2,-0.3,-1.2,-1.6,1,10,-0.4,0.3,-3,-1.8,-0.1
O=C(NCc1ccccn1)c1nc(-c2cccs2)no1,0,0.4,-1.2,2.8,0,-1,1.7,-0.2,2,-1.6,-0.4
COc1cc(OC)c([N+](=O)[O-])cc1/C=N/NC(=O)c1ccncc1,-1,-0.4,-2.6,-1.2,1,3,-0.3,-0.5,-4,0.1,-1.2
COc1cc(CN2CCN(Cc3ccc(C)cc3)C(CCO)C2)ccc1O (stereo not drawn),3,0.2,-1.5,3.5,-3,-9,0.9,-0.2,-2,-1.9,1.4
COc1cccc(C(=O)NC2CC3CCC(C2)N3Cc2ccccc2)c1 (stereo not drawn),0,0.0,-1.5,1.6,-10,-5,0.0,-0.1,-1,-1.3,0.9
COc1ccc(N(CC(=O)NCc2ccc(C)cc2)S(=O)(=O)c2c(C)[nH]c(=O)[nH]c2=O)cc1,-6,0.3,-1.2,-0.4,-2,2,0.2,0.0,5,-1.4,-0.4
COc1ccccc1/C=C/C=N/N1CCN(c2ccccn2)CC1,0,-0.4,-1.5,-1.2,0,-31,0.7,-2.4,-9,-1.2,1.5
Cc1noc(C)c1-c1ccc(C(=O)Nc2cccc(C(F)(F)F)c2)c2occc12,-1,-1.6,-0.9,2.9,2,11,-0.5,-1.4,6,-1.7,nt
OC(c1cc(Cl)cc(Cl)c1)c1ncc(-c2ccccc2C(F)(F)F)[nH]1 (stereo not drawn),-1,0.7,-0.3,3.2,-3,6,0.3,-1.1,3,-1.4,nt
CCCCOC(=O)Nc1nc2ccc(OC)cc2s1,5,0.4,-0.9,6.7,3,8,5.4,-0.2,2,-1.2,0.9
O=C(NCc1ccco1)c1cc(-c2cccnc2)nc2ccccc12,-3,-0.3,0.8,-0.9,3,-6,-2.6,0.5,-2,-1.3,-0.4
COc1ccc(C(=O)Cn2cnc3ccccc3c2=O)cc1,3,1.0,0.9,9.3,3,6,4.8,1.8,-2,0.2,2.8
CN1CCN(C(=S)C(=O)Nc2ccc(Br)cc2)CC1,-4,-0.5,-0.9,0.2,-2,2,0.6,-2.0,-4,-2.5,0.1
CCCCCCN1CCN(C2CN(Cc3ccc([N+](=O)[O-])cc3)S(=O)(=O)C2)CC1 (stereo not drawn),-5,-1.0,-1.4,-2.0,0,-16,1.8,-0.6,-5,-1.2,-0.1
CCCc1nn(C)c(C(=O)Nc2ccc(C(C)(C)C)cc2)c1Cl,0,-0.1,0.4,1.7,3,11,2.5,1.4,1,-1.3,1.4
Cc1cc(C)c2oc(C(=O)N(Cc3ccc(F)cc3)C3CCS(=O)(=O)C3)cc(=O)c2c1 (stereo not drawn),0,1.3,-0.6,-2.4,-7,-22,0.5,-1.8,-3,-1.4,0.7
Cc1c(C(N)=O)sc2ncn(CC(=O)OC(C)C)c(=O)c12,5,-0.6,-1.3,0.8,4,-10,-0.5,2.3,-2,-0.3,1.1
CC(=O)Nc1ccc2c(c1)nc(CCN1CCN(c3ccccn3)CC1)n2C,-1,0.2,-1.7,-0.7,2,-55,0.2,1.1,-17,-1.3,1.1
O=C(NCCCN1CCCC1=O)c1cc(S(=O)(=O)N2CCOCC2)c(Cl)cc1Cl,-2,1.4,-1.8,1.6,4,-3,0.1,0.0,0,-1.4,-0.3
CC(C)CN(C(=O)c1cccc([N+](=O)[O-])c1)c1c(N)n(CC(C)C)c(=O)[nH]c1=O,1,0.6,0.6,-0.6,2,4,0.1,-1.4,-1,-1.4,0.2
COc1ccc2nc(NC(=O)Nc3ccccc3OC)sc2c1,12*,1.9,0.8,8.8,4,4,-3.3,1.8,1,-0.2,3.3

# Some of the entries so far, as labelled records.
> CCCCOC(=O)Nc1nc2ccc(OC)cc2s1
  SMARCA2 activ = 5
  DAX1 inh-1 = 0.4
  PG9 binder = -0.9
  hgDAF-12 ag = 6.7
  GC-A act = 3
  ADAM10 inh = 8
  FXN GAA850 act = 5.4
  hcDAF-12 act = -0.2
  ADAM17 inh = 2
  ssDAF-12 act = -1.2
  DAX1 inh-2 = 0.9

> COc1ccccc1/C=C/C=N/N1CCN(c2ccccn2)CC1
  SMARCA2 activ = 0
  DAX1 inh-1 = -0.4
  PG9 binder = -1.5
  hgDAF-12 ag = -1.2
  GC-A act = 0
  ADAM10 inh = -31
  FXN GAA850 act = 0.7
  hcDAF-12 act = -2.4
  ADAM17 inh = -9
  ssDAF-12 act = -1.2
  DAX1 inh-2 = 1.5

# No enrichment for hits. About 6.8% of those tested had a hit in this group.
